# High-throughput results: PubChem, several laboratories
# hcDAF-12 act: activators of H. contortus DAF-12 nuclear receptor; activation, % at 6.8 µM; HEK293 hcDAF-12 lit1-tk-luc reporter, luminescence; 0% DMSO, 100% Δ7-dafachronic acid; 370,000 tested, 1.4% active;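 active = activation above the mean of all tested compounds plus 3 SD, cut at about 5.5% in these data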;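 note: 100% = response to 3 µM Δ7-dafachronic acid high control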
# DAX1 inh-1: DAX1 (NR0B1) inhibition, primary screen; HEK293T StAR-luciferase reporter, SF-1/DAX-1 repression relief; inhibition, % at 6.8 µM; 370,000 tested, 1.1% active; AID 652010;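 active = inhibition above the mean over all tested compounds plus 3 SD, cut at about 3.6% in these data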;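 note: 0% = DAX-1 cells with DMSO and 100% = cells lacking DAX-1 with DMSO; higher inhibition means more luminescence from relief of DAX-1 repression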
# PG9 Ab binder: PG9 antibody binding by small molecule | TR-FRET gp120-PG9 antibody binding | inhibition, % at 6.7 µM | 360,000 tested, 0.43% active | AID 624416; in the data active = inhibition above about 8.5%
# GC-A act: GC-A (human) enzyme activation; P16066; activation, % at 10 µM; 370,000 tested, 0.14% active; AID 1671463; HEK293 GC-A cells, cGMP TR-FRET, EC30 ANP; 0% at EC30 ANP, 100% saturating ANP; in the data active = activation above about 40%
# Target sequence (P16066 whole entry, looked up): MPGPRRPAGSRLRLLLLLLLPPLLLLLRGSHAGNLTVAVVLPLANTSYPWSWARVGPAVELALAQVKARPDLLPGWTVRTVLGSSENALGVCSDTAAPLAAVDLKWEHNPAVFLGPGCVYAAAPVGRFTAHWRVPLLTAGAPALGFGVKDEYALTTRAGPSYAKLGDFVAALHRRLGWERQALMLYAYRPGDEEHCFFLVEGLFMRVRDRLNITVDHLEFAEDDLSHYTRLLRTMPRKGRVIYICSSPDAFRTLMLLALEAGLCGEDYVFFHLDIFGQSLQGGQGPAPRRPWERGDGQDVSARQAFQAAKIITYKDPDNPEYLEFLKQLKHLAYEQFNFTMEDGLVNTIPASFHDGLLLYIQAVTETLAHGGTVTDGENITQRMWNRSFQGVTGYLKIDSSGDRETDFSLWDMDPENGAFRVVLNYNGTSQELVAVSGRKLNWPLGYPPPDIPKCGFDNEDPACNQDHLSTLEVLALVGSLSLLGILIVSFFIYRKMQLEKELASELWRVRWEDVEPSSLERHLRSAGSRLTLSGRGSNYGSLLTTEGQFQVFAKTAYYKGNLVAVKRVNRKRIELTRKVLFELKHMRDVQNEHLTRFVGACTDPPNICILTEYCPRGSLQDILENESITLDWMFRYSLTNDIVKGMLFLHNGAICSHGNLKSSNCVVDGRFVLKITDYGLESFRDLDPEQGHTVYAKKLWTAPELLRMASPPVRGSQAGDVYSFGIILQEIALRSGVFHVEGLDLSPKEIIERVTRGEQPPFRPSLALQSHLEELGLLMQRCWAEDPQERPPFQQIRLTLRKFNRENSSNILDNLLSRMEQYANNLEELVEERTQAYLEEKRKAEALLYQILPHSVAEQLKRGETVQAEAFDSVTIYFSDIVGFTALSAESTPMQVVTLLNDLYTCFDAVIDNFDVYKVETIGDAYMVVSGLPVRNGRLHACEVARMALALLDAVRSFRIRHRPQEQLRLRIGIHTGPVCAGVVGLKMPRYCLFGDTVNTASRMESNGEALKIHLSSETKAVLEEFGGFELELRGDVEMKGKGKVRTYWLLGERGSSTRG
# SMARCA2 act: SMARCA2 function activation, primary screen; activation, % at 9.1 µM; 370,000 tested, 1% active; MG213 cells, MMTV-luciferase reporter, dexamethasone, overnight; in the data active = activation above about 7.8%;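 note: 0% = vehicle wells and 100% = reference activator wells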
# ADAM10 inh: inhibitors of human ADAM10. O14672. recombinant ADAM10, EDANS/DABCYL FRET peptide cleavage, 3 h. inhibition, % at 7 µM. 370,000 tested, 0.62% active. AID 720582;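 active = inhibition above a per-campaign cutoff equal to the mean of compounds falling between control-based bounds plus 3 SD, cut at about 20% in these data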;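 note: 0% = DMSO wells while the 100% control is not disclosed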
# ssDAF-12 act: S. stercoralis DAF-12 activation, primary screen; 370,000 tested, 1% active; AID 652126; activation, % at 6.8 µM; HEK293 ssDAF-12/GRIP1 lit1-tk-luc reporter, luminescence; % of 3 µM dafachronic acid response;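 active = activation above the mean over all tested compounds plus 3 SD, cut at about 0.9% in these data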;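 note: 0% = DMSO-only wells and 100% = 3 µM delta7-dafachronic acid wells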
# ADAM17 inh: inhibitors of human ADAM17; P78536; recombinant ADAM17, EDANS/DABCYL FRET peptide cleavage; inhibition, % at 6.95 µM; 370,000 tested, 0.83% active; AID 720648;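 active = inhibition above the mean of compounds lying between control limits plus 3 SD, set per campaign, cut at about 8.5% in these data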;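 note: 0% = DMSO-only wells as the low control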
# hgDAF-12 ag: hgDAF-12 agonism, primary luciferase screen; HEK293 GAL4-hgDAF12 UAS-luciferase reporter, agonist luminescence; normalized to butyrate control; activation, % at 6.8 µM; 370,000 tested, 1.8% active;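 active = activation above a cutoff set at the mean of all screened compounds plus 3 SD, cut at about 10% in these data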;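 note: 0% = DMSO wells and 100% = sodium butyrate wells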
# DAX1 inh-2: inhibitors of human orphan nuclear receptor DAX1 (NR0B1). 340,000 tested, 0.99% active. AID 504766. inhibition, % at 6.75 µM. HEK293 Gal4-DAX1 luciferase reporter, luminescence. P51843;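 active = inhibition above the mean over all tested compounds plus 3 SD, cut at about 4.2% in these data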;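 note: 0% = DAX1-transfected cells with DMSO and 100% = empty-vector control cells with DMSO; inhibition shows as a rise in luminescence from relieved DAX1 repression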
# GAA850 FXN act: activators of GAA850 frataxin (FXN) promoter; HEK293 lucGAA850 FXN promoter luciferase reporter, 24 h; percent of 10 µM SAHA response; activation, % at 6 µM; 360,000 tested, 0.56% active; AID 540364;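 active = activation above the average of all compounds screened plus 3 SD, cutoff fixed separately per campaign, cut at about 7.5% in these data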;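 note: 0% = DMSO wells and 100% = 10 µM SAHA wells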
# Starred values were filed as active, the others as inactive; · = not tested or not shown.
SMILES,hcDAF-12 act,DAX1 inh-1,PG9 Ab binder,GC-A act,SMARCA2 act,ADAM10 inh,ssDAF-12 act,ADAM17 inh,hgDAF-12 ag,DAX1 inh-2,GAA850 FXN act
O=C(C[C@@H]1C[C@H]2c3cc(NC(=O)Nc4ccccc4F)ccc3O[C@H]2[C@H](CO)O1)NCC(F)(F)F,1.0,-0.7,1.4,-1,-2,-5,-1.2,-2,1.1,-0.2,0.9
O=C(CSc1nnc(-c2ccccc2F)o1)N1CCNC1=O,5.5,7.7*,-1.6,1,7,-7,-0.3,-4,9.7,1.2,2.7
CCC(OC(=O)C1=Cc2ccccc2OC1)C(=O)NCc1ccco1 (stereo not given),-0.9,-0.7,-1.5,-2,-4,-65,-1.8,-21,-2.7,0.6,0.6
O[C@@H]1CN(CC2CCCCC2)[C@@H](c2ccc(Cl)cc2)C[C@H]1n1cc(C2CC2)nn1,0.8,1.1,-1.1,-33,2,-1,-1.4,0,2.8,1.1,0.4
CCCn1c(SCC(=O)NC(C)(C)C)nnc1C(C)C,-1.6,0.2,-3.5,6,-2,4,-0.8,0,1.0,0.3,-1.1
Cn1c2ccccc2c2c(C(=O)N3CCN(c4ccccn4)CC3)cn(C3CCCC3)c(=O)c21,-1.1,-0.6,-1.1,-18,0,-85,-1.0,-30,-3.5,-0.9,3.7
Cc1cc([N+](=O)[O-])ccc1NC(=S)NC(=O)C(c1ccccc1)c1ccccc1,-1.4,-1.1,-1.4,2,-1,15,-0.9,-2,0.9,-0.5,0.9
S=C1NNC2(NN1)C1CC3CC(C1)CC2C3,-1.0,-0.5,-1.6,2,-7,12,-1.2,5,-3.7,0.6,-2.7
C/C(=N\O)C(C)(C)Nc1ccc(Cl)cc1,-1.5,-0.7,-1.0,3,6,11,-1.2,-2,-1.4,2.1,2.1
COc1cc(/C=N/NC(=O)Cc2nnc(N)s2)cc(OC)c1OC,-0.2,-0.1,-0.7,-1,-5,-9,-1.1,-8,-1.4,0.1,1.9
CCOC(=O)c1ccc(NC(=O)C(C)NS(=O)(=O)c2ccc(OC)cc2)cc1 (stereo not given),0.6,-0.6,-1.9,6,-2,7,-1.3,1,-1.7,1.1,-2.5
CC(=O)NCCOc1cccc2cccnc12,-1.4,-0.5,-0.1,6,-1,-15,-1.3,-8,-0.3,0.7,-3.5

# Quoted from the listing:
# O[C@@H]1CN(CC2CCCCC2)[C@@H](c2ccc(Cl)cc2)C[C@H]1n1cc(C2CC2)nn1 – GAA850 FXN act: 0.4
# CCCn1c(SCC(=O)NC(C)(C)C)nnc1C(C)C – ADAM17 inh: 0

# The results go on.
SMILES,hcDAF-12 act,DAX1 inh-1,PG9 Ab binder,GC-A act,SMARCA2 act,ADAM10 inh,ssDAF-12 act,ADAM17 inh,hgDAF-12 ag,DAX1 inh-2,GAA850 FXN act
C/C(=N\Nc1ccc(Cl)c(C(=O)O)c1)c1cccs1,1.1,2.6,-4.1,-1,-1,-12,0.5,-2,5.0,2.6,1.9
COc1ccc(OCC(=O)Sc2ccc(C)cc2)cc1,-0.2,0.0,-2.6,-5,1,3,-1.2,-2,-0.5,0.5,-1.9
O=C(CN1C(=O)CCC1=O)Nc1cccc(NC(=O)CN2C(=O)CCC2=O)c1,-1.3,0.9,1.5,3,-2,0,-1.8,-1,0.1,0.9,-0.8
S=C(NC1CCCCC1)N(CCc1ccccc1)CCc1ccccc1,0.5,-0.1,2.4,1,-5,-2,-0.1,-1,1.5,1.5,0.6
Cc1ccc(S(=O)(=O)N2CCN(C(=O)CSCc3ccc(C(C)C)cc3)CC2)cc1,-0.8,-1.6,-1.0,4,-6,13,-1.9,5,-2.3,-0.2,-0.2
Clc1ccc(-c2cc(COc3ccccc3)no2)cc1Cl,-0.8,-0.3,-0.3,5,1,0,-1.8,-6,0.5,0.2,-0.5
CCc1ccccc1NC(=O)CN1CCN(CC(=O)Nc2ccc3c(c2)OC2(CCCCC2)O3)CC1,0.1,-1.4,1.6,2,0,2,-1.4,-1,-1.1,-0.2,-0.7
Cc1cccc(OCCCC(=O)NNC(=O)c2ccccn2)c1,1.2,-1.9,-0.7,0,-1,-8,-1.0,0,-0.8,0.8,0.3
C#CCOCCOCCOCCNc1nc(N2CCOCC2)nc(N2CCN(C(=O)CCCCCCCCCCNC(=O)[C@@H](CCSC)n3cc(CCO)nn3)CC2)n1,-2.1,-0.4,-0.2,0,1,5,-1.9,-4,-1.8,1.1,0.6
COc1cccc(-c2nc(CS(=O)(=O)CC(=O)NCc3ccc(Cl)cc3)c(C)o2)c1,-0.7,0.0,2.5,-6,-2,-15,-1.6,-2,-3.4,0.2,0.7
Cc1ccc(C2=NNC(=Nc3ccc(F)cc3)SC2)cc1,5.7*,0.4,0.3,-3,0,0,-0.6,0,11*,0.2,3.4
COc1ccc(-c2cc3ccccc3n2CC(O)CN2CCN(CCO)CC2)cc1 (stereo not given),1.3,0.1,3.2,-1,0,-32,-1.3,0,0.0,2.9,3.1
Cc1cc(=O)c2ccccc2n1CC(=O)NCc1ccccc1,-3.6,-2.1,1.6,2,-5,3,-2.3,0,-4.4,-2.6,-3.6
Cc1ccccc1OCCNc1ccc(C(F)(F)F)cc1[N+](=O)[O-],-2.1,0.3,-2.3,1,2,5,-1.3,0,1.3,-0.3,-1.1
COc1cc2c(cc1NC(=O)c1cc(-c3ccccn3)nc3ccccc13)oc1ccccc12,2.1,-0.8,-0.8,-2,-3,-11,-1.3,-3,-0.7,-0.3,1.4
OCc1cc(-c2ccc(Cl)c(Cl)c2)on1,-0.8,0.1,1.8,6,-3,-3,-1.8,-5,-1.8,0.0,2.4
C[C@H](NC(=O)c1[nH]cnc1C(=O)Nc1ccc(CNC(=O)OC(C)(C)C)cc1)C(=O)OC(C)(C)C,-2.9,-0.8,-1.9,0,1,22*,-1.8,11*,-4.8,-2.8,-0.6
Cc1ccc(S(=O)(=O)N(C)CC(=O)NNC(=O)Cc2cccc(F)c2)cc1,-1.1,-1.6,0.4,-6,-3,4,-1.0,-1,0.8,-1.2,-0.5
CCc1nnc(NC(=O)CSc2nncc(=O)n2N)s1,0.9,1.3,-2.5,-1,-1,-7,-1.0,0,-0.3,-0.2,-0.2
CC1CCCCN1CCNC(=O)CCc1nnc2n(Cc3ccccc3)c(=O)c3ccccc3n12 (stereo not given),1.6,-1.1,-0.4,4,4,-5,-1.4,-1,-1.4,3.5,0.1
Cn1nnnc1SCC(=O)Nc1cc(S(=O)(=O)N2CCCCC2)ccc1Cl,0.5,-0.3,-2.1,1,-1,-8,-1.0,3,-3.0,-0.7,0.1
COc1ccc(CCNC(=O)CCc2ccc(OC)cc2)cc1,-0.4,-1.5,-0.5,0,-2,-8,-1.6,0,2.6,2.8,-0.3
O=C(CSc1nnc(Nc2ccccc2F)s1)NC1CC1,1.5,3.2,-3.7,-2,-1,-3,-0.8,4,7.2,0.4,2.5
O=C(NCC1CC1)c1ccc(-c2cn[nH]c2)c2ccoc12,-2.1,-0.5,-2.0,1,0,-35,-1.4,-9,3.8,·,2.8
CCOC(=O)c1c(NC(=O)OC)sc(C(=O)N(CC)CC)c1C,-0.8,-0.6,1.9,-1,7,-100,-0.8,-3,-1.3,0.1,2.5
COc1ccc(C(=O)CSc2n[nH]c(=O)n2Cc2ccco2)cc1,0.1,-0.2,-3.9,-3,1,2,-1.1,-1,0.7,2.4,1.4
CC(C)=CCN1CCN(Cc2nc(-c3ccccc3)cs2)CC1CCO (stereo not given),0.7,0.7,-0.4,5,-1,0,-1.0,-4,-2.7,0.7,1.8
Cc1cccc(-c2ncc(CN3CCN(CC(C)C)C(CCO)C3)cn2)c1 (stereo not given),0.8,0.0,0.2,-3,-4,-3,-1.1,-4,-0.9,0.0,2.7
C=CCOC(=O)N[C@H](c1ccc(-c2ccccc2)cc1)[C@H](C)/C=C/CC(=O)OC,-1.5,-0.6,·,-2,-4,11,-1.8,5,1.6,·,·
CC(Oc1ccccc1)C(=O)Nc1ccc(S(=O)(=O)NCC2CCCO2)cc1 (stereo not given),-1.7,-0.9,0.4,2,-3,-1,-1.6,-2,-2.9,-1.0,1.8
O=C(NCCC1=CCCCC1)C1CCN(S(=O)(=O)c2cccc3cccnc23)CC1,-2.3,-0.2,-1.1,1,0,-15,-1.1,-1,3.3,3.0,-0.1
COc1ccccc1N1C(=O)C(Cl)=C(Nc2ccccc2O)C1=O,7.1*,-0.1,1.8,6,-4,22*,1.5*,7,-0.2,1.1,3.1
COc1cc(S(=O)(=O)N2CCN(C)CC2)ccc1Cl,0.4,0.2,-1.4,0,-1,2,-0.7,-3,-1.9,3.5,2.4
O=C(NCc1ccccc1)c1cccc(S(=O)(=O)NCc2ccccc2)c1,0.0,-0.6,1.0,1,1,5,-1.4,3,-1.1,-1.5,1.0
CC(CCc1ccccc1)NC(=O)c1ccccc1F (stereo not given),1.3,-0.2,-1.3,0,-1,-4,-1.2,-4,0.1,1.1,-0.3
Cc1ccc(S(=O)(=O)N2CCOCC2)cc1C(=O)NC1CCCC(C)C1C (stereo not given),-0.7,0.7,0.0,3,1,-13,-1.9,-1,-0.6,1.7,1.7
O=C(CCN1C(=O)/C(=C/c2ccccc2)SC1=S)NNC(=O)c1cccnc1,0.8,0.5,0.3,-5,-3,-4,-0.5,-3,3.8,0.1,0.9
CCCOc1ccc(Oc2cc(C)nc(SC)n2)nn1,-1.2,0.7,-0.5,-2,-4,4,-0.9,3,-0.8,0.1,1.2
CCSc1nnc(NC(=O)c2ccc3c(c2)OCO3)s1,1.5,1.7,0.1,2,2,-3,0.3,1,6.5,1.8,5.8
CC(=O)N[C@@H](Cc1c[nH]c2ccccc12)C(=O)OCC(=O)NCc1ccc2c(c1)OCO2,-1.6,-0.6,-0.6,-5,4,9,-1.3,0,-1.2,0.0,0.0
COc1ccc([C@@H]2[C@@H]3C(=O)N(C(C)(C)C)C(=O)[C@@H]3[C@]3(CC(C)C)C(=O)N(c4cccc(Br)c4)C(=O)N23)cc1,-2.4,-0.3,0.4,-7,-1,27*,-1.4,10*,-1.9,0.0,17*
COc1ccc(/C=C/C(=O)N2CCN(C)CC2)cc1S(=O)(=O)N1CCCCC1,-0.7,-0.4,-3.8,2,0,-1,-1.0,0,-2.0,-0.4,2.0
CCC1Nc2ncnc(N3CCN(c4ccccc4)CC3)c2N(Cc2ccc(Br)cc2)C1=O (stereo not given),-2.1,0.1,-2.7,-9,0,11,-1.3,1,-3.3,-1.1,-0.4
CCOC(=O)C1=C(C)Nc2[nH]c(=O)[nH]c(=O)c2C1c1cccs1 (stereo not given),0.2,0.7,-0.9,0,-1,-14,-1.5,-3,0.2,1.4,1.6
CCCN(CC(=O)Nc1ccccc1OC)C(=O)CCCN1C(=O)c2ccccc2C1=O,-1.0,-2.0,0.5,-4,-1,-4,-0.1,-5,-1.4,-0.7,1.2
C=CCn1c(O)c(N=NC(=S)Nc2ccccc2F)c2ccccc21,-2.6,-3.0,-1.8,4,1,13,-1.8,6,-5.7,-1.8,-2.1
